SRC1 TRFRET art: counter-screen for PPARgamma SRC-1 recruitment agonists: TR-FRET artefact | TR-FRET detection artefact counter-screen, emission ratio; hits give high values | TR-FRET ratio at 8 µM | 99,000 tested, 0.34% active; in the data active means TR-FRET ratio above about 2300; further: inactives centre near 1800; reference of the scale not given here
SRC3 TRFRET art: flags TR-FRET format artefacts in PPARgamma SRC-3 recruitment agonist screen; TR-FRET artefact counter-screen, PPARgamma/SRC-3 format; hits give high values; TR-FRET ratio at 8 µM; 99,000 tested, 0.39% active; AID 1048; in the data active means TR-FRET ratio above about 2000; further: inactives centre near 1600; reference of the scale not given here
Starred values were filed as active, the others as inactive.

structure	SRC1 TRFRET art	SRC3 TRFRET art
CCOc1ccc(/C=N/NC(=O)C(OC)c2ccccc2)cc1 (stereo unspecified)	2048	1418
CCn1c(SCC(=O)NCC2CCCO2)nnc1-c1ccc(S(=O)(=O)N2CCN(C)CC2)cc1 (stereo unspecified)	1958	1701
CC(=O)Nc1sc(/C(C#N)=C/c2ccc(Cl)c(Cl)c2)nc1-c1ccc(C)cc1	1690	1626
Cc1ccc(C(=O)NCC(=O)OCC(=O)Nc2ccccc2[N+](=O)[O-])cc1	1808	1481
O=C(OC(C(=O)Nc1ccc(Cl)c(C(F)(F)F)c1)c1ccccc1)C1=COCCO1 (stereo unspecified)	1644	1175
O=C(COC(=O)c1ccccc1C(=O)N1CCN(c2ccccc2)CC1)Nc1ccccc1	1812	1727
COc1ccc(C(=O)NC(CC(=O)O)c2cc([N+](=O)[O-])ccc2Cl)c(SC)c1 (stereo unspecified)	1691	1565
CCOCCn1c(N2CCN(c3ccccc3)CC2)nc2c1c(=O)[nH]c(=O)n2C	1945	1832
CCN1CCN(c2cc(C)c3cc(NC(=S)N4CCN(c5ccc(F)cc5)CC4)ccc3n2)CC1	2220	1755
O=C(NCCOc1ccccc1)C1CCCCC1	1824	1543
Cc1cc(C(=O)COc2ccccc2C(N)=O)c(C)n1CC1CCCO1 (stereo unspecified)	1782	1649
CCCCN(CC)CCNC(=O)CNC(=O)Cn1ccc2ccccc2c1=O	1747	1522
O=C(O)c1cc(-c2ccc(/C=C3/SC(=S)N(Cc4ccccc4)C3=O)o2)ccc1Cl	1811	1481
Cc1nnc(SCC(=O)NCCN2C(=O)CSC2=O)n1-c1ccccc1	1980	1626
Cc1ccc(NC(=O)COC(=O)CCOc2ccccc2C)cc1	1816	1594
O=C(COC(=O)/C=C/c1ccc(F)cc1)Nc1cccc(S(=O)(=O)N2CCCC2)c1	1625	1285
O=C(O)c1ccccc1NSc1ccccc1[N+](=O)[O-]	2109	1671
COc1ccc(-c2cnc[nH]2)cc1	1887	1651
CCOC(=O)C1(Cc2cccc(F)c2)CCN(Cc2ccon2)CC1	2028	1568
CCOC(=O)c1c(C)[nH]c(C)c1C(=O)CSc1nc(N)cc(N)n1	1970	1533
COCCNC(=S)NC1CC2CCC(C1)N2Cc1ccccc1 (stereo unspecified)	2201	1711
COc1ccc(NC(=O)CSc2nnc(Cn3cnc([N+](=O)[O-])n3)n2C)cc1	1628	1248
CC(C)N1CCc2c(sc(NC(=O)c3ccc(S(=O)(=O)N4CCOCC4)cc3)c2C#N)C1	1702	1506
CC/C(=N/NC(=O)c1ccc(Br)cc1)c1ccc(OCCN2CCOCC2)cc1	1629	1552
CCOC(=O)N(NC(=O)C(O)(C(C)C)C(C)C)c1ccccc1	1701	1703
Cc1cccc(/C(N)=N/OC(=O)c2cccnc2)c1	1650	1661
CC(C)(C)N1NC2(CCCCC2)NC1=S	1601	1382
COC(=O)C1(CCSC)NC(c2ccccc2F)C2C(=O)N(c3ccc4c(c3)OCCO4)C(=O)C21 (stereo unspecified)	1899	1864
C/C(CC(=O)Nc1cccc(C(F)(F)F)c1)=N\NC(=O)Cc1ccccc1	1707	1365
CS(=O)(=O)N(Cc1ccc(C(=O)NN=C2CCCC2)cc1)c1ccccc1	2050	1519
Cn1cc(CN2CCCC(C(=O)c3ccc(-c4ccccc4)c(F)c3)C2)cn1 (stereo unspecified)	1787	1391
S=C(NCCNCc1ccccc1)NC1CCCCC1	2184	1717
C=CCC(NCc1ccccc1)c1ccccc1 (stereo unspecified)	1676	1303
C/C(N)=C(/C#N)C(=O)COC(=O)c1cc(-c2cccc(Br)c2)nc2ccccc12	1631	1630
O=C(CCN1c2ccccc2Sc2ccccc21)Oc1ccccc1	2043	1582
O=C(NCc1ccc2c(c1)OCO2)C1CCC(CNc2c(N3CCCC3)c(=O)c2=O)CC1 (stereo unspecified)	1731	1563
N/C(=N\OC(=O)c1ccc2c(c1)OCO2)c1ccc([N+](=O)[O-])cc1	1751	1360
COc1ccc(F)cc1C(=O)C1CCCN(C(=O)CCc2ccccn2)C1 (stereo unspecified)	1893	1652
Cc1cc(C)c2c(N)c(C(=O)c3ccc(Cl)cc3Cl)sc2n1	1730	1494
O=C(NCc1ccco1)c1ccc([N+](=O)[O-])o1	1415	1551
O=C(O)c1ccc(CN2CCCCC2)o1	2009	1647
COC(=O)Nc1ccc(Cc2ccncc2)cc1	1834	1568
COc1cc(SC)ccc1C(=O)Nc1nc(C)cs1	1875	1483
CSc1nc(-c2ccc(Cl)cc2)c(C#N)c(=O)[nH]1	1994	1742
CCc1[nH]c(=S)c(C#N)c(-c2ccccc2)c1C(=O)OC	2055	1519
CCN(CC)c1ccc(NC(=O)CCNC(=O)c2ccco2)cc1	2119	1636
O=[N+]([O-])c1ccc2c(c1)ncn2-c1ccccc1	1805	1591
N#Cc1cnc(Sc2ccccc2)nc1	2041	1523
Cc1nccn1-c1ccc(C=O)cc1	1646	1531
O=C(COC(=O)c1ccc([N+](=O)[O-])s1)Nc1ccc(Cl)cn1	1813	1362
c1ccc2c(c1)nc(NCc1ccc3c(c1)OCO3)n2CCN1CCOCC1	2082	1529
CC1CCCC(NC(=O)COC(=O)CCc2ccccc2)C1C (stereo unspecified)	1831	1497
COc1cccc(OC)c1C(=O)N1CCN(c2c(Cc3ccccc3)c(C)nc3ncnn23)CC1	1410	1678
CS(=O)(=O)N(CC(=O)NCc1ccccc1Cl)c1cccc([N+](=O)[O-])c1	1811	1548
O=C(CCc1ccccc1)Nc1nnc(-c2ccccn2)o1	1908	1548
COC(=O)c1nnn(CC(=O)NC(=O)Nc2ccccc2)c1C(=O)OC	1751	1613
O=C(CCN1C(=O)c2cccc3cccc(c23)C1=O)N1CCOCC1	1833	1591
O=C(CN1CCN(c2ccc([N+](=O)[O-])cc2)CC1)Nc1ccccn1	1540	1526
CCOC(=O)NC(=O)/C(C#N)=C\c1ccccc1	1790	1529
O=C(O)CSc1nnc(-c2ccc3c(c2)OCO3)n1-c1ccccc1	1957	1881

Complete entries from above:
CS(=O)(=O)N(CC(=O)NCc1ccccc1Cl)c1cccc([N+](=O)[O-])c1 is entered as SRC1 TRFRET art: 1811; SRC3 TRFRET art: 1548
CC1CCCC(NC(=O)COC(=O)CCc2ccccc2)C1C (stereo unspecified) is entered as SRC1 TRFRET art: 1831; SRC3 TRFRET art: 1497

Following part.
structure	SRC1 TRFRET art	SRC3 TRFRET art
CCOc1cc(C(=S)N2CCOCC2)ccc1OS(=O)(=O)c1ccccc1[N+](=O)[O-]	1817	1539
CN1CCN(S(=O)(=O)c2cc([N+](=O)[O-])ccc2Cl)CC1	1900	1481
CCOC(=O)Cn1c(=NC(=O)C(C)(C)C)sc2cc([N+](=O)[O-])ccc21	1745	1545
CCC(=O)NC(=S)Nc1ccc2oc(-c3ccc(OC)cc3)nc2c1	1711	1605
CC1CCCCC1NC(=O)CSc1nncs1 (stereo unspecified)	1699	1526
Cc1cccc(NC(=O)CSc2nc(C)c(Cc3ccccc3)c(=O)[nH]2)c1	1680	1411
CCOc1ccc(Oc2c(/C=N/NC(=O)C3CC3)c(C)nn2-c2ccccc2)cc1	1925	1626
FC(F)(F)c1cccc(NC(=S)NCCN2CCOCC2)c1	1449	1739
CC(C)(C)OC(=O)N/N=C/c1cc(N=Nc2ccccc2)ccc1O	1836	1456
COc1ccc(-c2cn3cccnc3n2)cc1NC(=O)c1cc(OC)c(OC)c(OC)c1	1704	1595
COc1cc(NS(=O)(=O)c2ccc(NC(=S)NC(=O)/C=C/c3ccco3)cc2)ncn1	1945	1537
CCOc1ccc(Br)cc1S(=O)(=O)NCc1ccc(S(N)(=O)=O)cc1	1958	1623
O=C1NCCCc2c1oc1cc(Br)c(O)c(Br)c21	1922	1547
O=C(CN1CCCCCC1)Nc1ccc(S(=O)(=O)N2CCOCC2)cc1	1607	1509
COc1cccc(CNc2ccc([N+](=O)[O-])c(NCC(=O)O)n2)c1	1689	1827
O=C(c1ccc(-c2ccccc2)cc1)C1CCCN(C(=O)Cn2cncn2)C1 (stereo unspecified)	1514	1645
Cn1nc(C(F)(F)F)c(C(=O)Nc2ccc(F)cc2)c1Cl	1505	1294
O=C(OCCN1C(=O)c2ccccc2C1=O)c1ccccc1	1856	1339
COc1ccc(CN2CCNC(=O)C2CC(=O)N(C)Cc2ccon2)cc1OC (stereo unspecified)	1840	1626
CCCCc1ccc(NC(=O)c2cnccn2)cc1	1922	1675

By substructure, the compounds so far containing bromine.
structure	SRC1 TRFRET art	SRC3 TRFRET art
CC/C(=N/NC(=O)c1ccc(Br)cc1)c1ccc(OCCN2CCOCC2)cc1	1629	1552
C/C(N)=C(/C#N)C(=O)COC(=O)c1cc(-c2cccc(Br)c2)nc2ccccc12	1631	1630
CCOc1ccc(Br)cc1S(=O)(=O)NCc1ccc(S(N)(=O)=O)cc1	1958	1623
O=C1NCCCc2c1oc1cc(Br)c(O)c(Br)c21	1922	1547

Other results follow:
structure	SRC1 TRFRET art	SRC3 TRFRET art
O=[N+]([O-])c1cccc2cn[nH]c12	1766	1677
Cc1cc(/C=N/NC(=O)c2cccc(N(C)C)c2)c(C)n1-c1cc(C(=O)O)cc(C(=O)O)c1	2058	1684
COc1cc(C(=O)OCC(=O)Nc2ccc(C(C)=O)cc2)ccc1OCC(=O)N1CCOCC1	1886	1844
OCCNc1nc(Cl)nc(NCc2ccco2)n1	1755	1564
CC(=O)Nc1ccc(S(=O)(=O)Nc2ncccn2)cc1	1603	1625
COCCn1nnnc1C(c1cccs1)N1CCN2CCCC2C1 (stereo unspecified)	2136	1873
CCc1ccccc1NC(=O)CSC1=C(C#N)C(c2ccc(O)c(OC)c2)C2=C(CCCC2=O)N1 (stereo unspecified)	1641	1373
Cc1ccc2c(CC(=O)NNC(=O)c3ccccc3)coc2c1	1803	1685
CC(=O)c1ccc(OCCn2cnc3ccccc32)cc1	1870	1659
COc1cc(CNCCNCC(C)O)ccc1OCc1ccc(Cl)nc1 (stereo unspecified)	1784	1724
CN(CCO)c1nc(N)c2c(N)nc3c(c2c1C#N)CC(=O)N3Cc1cccs1	1876	1653
COc1ccccc1NC(=S)NC(=O)c1ccc(Cn2cc(Br)cn2)cc1	1785	1650
N#Cc1cc2c(nc1SCc1cccnc1)CCCC2	2003	1565
O=C(c1ccc(Br)cc1)N(Cc1nc2ccccc2c(=O)[nH]1)C1CCCC1	1872	1431
O=C(NCc1ccco1)c1cccc(NS(=O)(=O)c2cccc(F)c2)c1	1797	1573
CC(=O)Nc1sc2c(c1C(c1ccncc1)N1CCOCC1)CCCC2 (stereo unspecified)	2123	1821
CCC(=O)N1CCN(c2ccc(NC(=O)c3ccc([N+](=O)[O-])o3)cc2)CC1	1857	1474
O=C(NCc1nc2ccccc2[nH]1)C1=C[C@@H](c2csc3ccccc23)C[C@@H](OCc2ccc(CO)cc2)O1	1723	1629
CCOC(=O)c1ccc(NC(=S)N2CCSC2c2c(F)cc(F)cc2F)cc1 (stereo unspecified)	1594	1690
CCOC(=O)CNC(=O)c1ccc(Cl)s1	1685	1549
Cc1sc2ncnc(-n3nnc4ccccc43)c2c1C	1827	1614
O=C(c1ccc(C(F)(F)F)cc1)C1CCCN(C(=O)c2csnn2)C1 (stereo unspecified)	1672	1604
[O-]c1c[n+](-c2ccc(-[n+]3cc([O-])on3)cc2)no1	1743	1703
CC(=O)Nc1ccc(N2C(=O)c3cccc(NC(C)=O)c3C2=O)cc1	1753	1516
Fc1ccccc1N1CCN(c2nc3ccccc3n3nnnc23)CC1	1839	1391
Cn1c(SCC(=O)Nc2ccccc2F)nnc1-c1cccnc1	1817	1648
CCOC(=O)/C(=N\Nc1ccccc1Cl)N1CCN(Cc2ccccc2)CC1	1766	1459
Cc1ccc(NC(=O)CCSc2ccccn2)cc1	1762	1684
CC(=O)N1CCN(S(=O)(=O)c2cccc(C(=O)NC3CCC(C)CC3)c2)CC1 (stereo unspecified)	2006	1683
COc1ccc(Nc2nnc(SCC(=O)Nc3ccc4[nH]c(=O)[nH]c4c3)s2)cc1	2019	1543
O=C1NC(Cc2ccccc2)C(=O)N1Cc1cc([N+](=O)[O-])cc2c1OCOC2 (stereo unspecified)	1879	1697
Cc1cccc(NS(=O)(=O)c2cccc3nonc23)c1	1860	1555
Cc1cccc(NC(=O)CSc2nnc(CNC(=O)c3cccs3)o2)c1C	1555	1512
CCn1cc(/C=N\NC(=O)Cc2ccc(Cl)cc2)cn1	1663	1536
O=C(NCCO)Nc1ccc(Cl)cc1	1789	1456

Screening results deposited in PubChem BioAssay by The Scripps Research Institute Molecular Screening Center.
